CAL PDZ FP-1 = inhibitors of human CAL PDZ peptide binding. Q9HD26. purified CAL PDZ, TMR-peptide fluorescence polarization, 1 h. inhibition, % at 20 µM. hit rate 0.02% among 330,000. AID 504414;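 active = highest replicate inhibition of at least 40%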;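 also: plate controls were DMSO neutral control wells for no effect and unlabeled competitor peptide control wells for full effect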
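System: purified tagged CAL PDZ domain construct (CerCALP). Schedule: 1 h incubation at room temperature before polarization reading. Medium: 25 mM sodium phosphate pH 7.4, 150 mM NaCl, TCEP, IgG, Thesit. Read-out: percent inhibition from loss of millipolarization. Measured by: FP readout, S and P plane fluorescence. Probe or stimulus: fluorescent TMR peptide probe.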
CAL PDZ FP-2 = inhibitors of human CAL PDZ peptide binding. hit rate 0.92% among 300,000. purified CAL PDZ, TMR-peptide fluorescence polarization, 1 h. inhibition, % at 24.9 µM. AID 602252. Q9HD26;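 active = mean inhibition of at least 30% with at least half of replicates also reaching 30%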;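 also: 0% = DMSO neutral control and 100% = excess unlabeled competitor peptide PRC23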
PKA-R2B act = activators of human PKA-R2B complex | P22694+P31323 | PKA-R2B holoenzyme dissociation, Cy5-IP20 fluorescence polarization; R2B truncated from residue 108, S112A mutant; 0% DMSO only, 100% 113 µM cGMP | activation, % at 11.4 µM | hit rate 0.079% among 340,000 | AID 504700;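 active = activation above a cutoff set at the mean over all compounds plus 3 SD, cut at about 18% in these data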;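 also: higher means more holoenzyme dissociation and a rise in polarization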
DAGLB inh = blocks human DAGLB lipase activity. AID 504411. HEK293T DAGLB membrane lysate, EnzChek fluorogenic substrate. hit rate 0.059% among 340,000. inhibition, % at 5.17 µM; in the data active = inhibition above about 34%;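 also: 0% = enzyme with vehicle and 100% = wells lacking enzyme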
Target sequence (Q8NCG7 whole entry, looked up): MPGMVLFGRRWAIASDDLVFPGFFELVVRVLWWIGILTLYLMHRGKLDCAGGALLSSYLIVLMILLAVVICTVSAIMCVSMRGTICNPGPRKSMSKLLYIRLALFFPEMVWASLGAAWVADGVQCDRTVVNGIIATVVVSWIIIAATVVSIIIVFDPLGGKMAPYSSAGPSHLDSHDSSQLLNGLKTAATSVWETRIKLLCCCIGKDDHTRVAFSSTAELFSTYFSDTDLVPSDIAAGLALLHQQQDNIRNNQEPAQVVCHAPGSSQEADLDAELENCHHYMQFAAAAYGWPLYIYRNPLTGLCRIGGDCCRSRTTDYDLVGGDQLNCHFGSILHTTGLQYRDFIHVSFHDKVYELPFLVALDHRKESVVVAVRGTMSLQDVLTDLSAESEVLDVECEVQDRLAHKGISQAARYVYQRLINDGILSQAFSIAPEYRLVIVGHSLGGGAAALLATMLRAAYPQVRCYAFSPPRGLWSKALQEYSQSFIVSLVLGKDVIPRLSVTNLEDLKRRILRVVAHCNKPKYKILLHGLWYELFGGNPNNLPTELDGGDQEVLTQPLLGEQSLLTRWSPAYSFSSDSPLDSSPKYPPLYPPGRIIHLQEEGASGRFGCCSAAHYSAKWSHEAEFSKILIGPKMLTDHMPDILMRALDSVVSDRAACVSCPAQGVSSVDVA
C-LANA FP = inhibitors of KSHV LANA C-terminal domain DNA binding | MBP-C-LANA/FAM-LBS DNA binding, fluorescence polarization | inhibition, % at 9 µM | hit rate 0.078% among 340,000 | AID 504423;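 active = highest replicate inhibition at or above 60% at 9 µM, even if other replicates fall short; inactive = all replicates below 60% inhibition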;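 also: 0% = neutral control wells and 100% = 4 µM acridine orange control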
Keap1-Nrf2 PPI = disrupts human Keap1 binding to Nrf2 peptide. Keap1 Kelch-Nrf2 peptide fluorescence polarization, 1536-well. inhibition, % at 9.4 µM. AID 504523. Q14145. hit rate 0.15% among 340,000; in the data active = inhibition above about 12%;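 also: human Keap1 Kelch domain with fluorescein labeled Nrf2 9mer peptide probe; 0% = neutral control wells and 100% = peptide positive control; higher means more block of Keap1 binding to Nrf2 peptide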
Cardiac RTF inh = cardiac RTF calcium desensitization; P19429+P45379; IANBD-labeled cardiac RTF, Ca2+ fluorescence; inhibition, % at 7.15 µM; hit rate 0.12% among 340,000; AID 493244;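 active = inhibition above the mean inhibition of all tested compounds plus 3 SD, cut at about 17% in these data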;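 also: assay run at fixed EC70 calcium of 1.6 mM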
Rtt109 HAT inh = blocks Candida albicans Rtt109/Vps75 acetyltransferase activity; purified Rtt109/Vps75, ThioGlo CoA-SH fluorescence, 4 h; hit rate 0.16% among 330,000; AID 540336; Q5AAJ8; inhibition, % at 34.9 µM;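 active = inhibition of at least 50% in every replicate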
Target sequence (Q5AAJ8 whole entry, looked up): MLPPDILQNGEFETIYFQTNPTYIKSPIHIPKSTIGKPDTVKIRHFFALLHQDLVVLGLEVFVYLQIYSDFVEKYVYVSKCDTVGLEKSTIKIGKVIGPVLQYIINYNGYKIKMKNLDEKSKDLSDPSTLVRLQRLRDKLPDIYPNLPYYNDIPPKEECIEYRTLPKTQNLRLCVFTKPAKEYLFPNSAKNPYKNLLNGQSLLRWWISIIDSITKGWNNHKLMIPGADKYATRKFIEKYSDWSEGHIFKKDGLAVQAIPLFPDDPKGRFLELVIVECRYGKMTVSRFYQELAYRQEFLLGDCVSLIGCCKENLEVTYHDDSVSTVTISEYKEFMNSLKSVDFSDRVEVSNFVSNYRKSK
SR-BI uptake up = enhances SR-BI lipid uptake from DiI-HDL; CHO ldlA[mSR-BI] cells, DiI-HDL uptake fluorescence, 3 h; 100 = double the neutral-control signal; activation, % at 12.5 µM; hit rate 0.096% among 320,000;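 active = mean replicate activation of at least 60% and every replicate at or above 60%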;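 also: 0% = median plate neutral-control signal and 100% = twice that signal; values of inactives mirror those of a sister screen read the other way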
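Material – SR-BI-overexpressing, LDLR-lacking CHO cells · Medium – BSA-supplemented, HEPES-buffered Ham's F12, pH 7.4 · Doses – single concentration · Times – compound with DiI-HDL co-incubation, 3 h at 37 °C · Measured by – bottom-read fluorescence, 550/595 nm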
cardiac RTF act = increases calcium sensitivity of human cardiac regulated thin filaments; P19429+P45379; IANBD-labeled TnC RTF fluorescence at EC20 calcium; 0% EC20 calcium, 100% full calcium; activation, % at 7.2 µM; hit rate 0.24% among 340,000; AID 493008;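 active = activation above the mean over all tested compounds plus 3 SD, cut at about 30% in these data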;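 also: rise in fluorescence read as greater calcium sensitivity of cardiac thin filaments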
* = called active by the depositor.

How did COc1nc(C)nc2c1sc(=S)n2C do in these assays?
CAL PDZ FP-1: -1.4; CAL PDZ FP-2: 0; PKA-R2B act: -1; DAGLB inh: -1; C-LANA FP: -1.4; Keap1-Nrf2 PPI: -6; Cardiac RTF inh: -7; Rtt109 HAT inh: 2; SR-BI uptake up: 4; cardiac RTF act: 1

Results for O=C(NCc1ccc(Cl)cc1)C1CCCN1C(=O)Nc1ccccc1 (stereo not drawn) ?
CAL PDZ FP-1: 2.3; CAL PDZ FP-2: -5; PKA-R2B act: 1; DAGLB inh: -3; C-LANA FP: -0.7; Keap1-Nrf2 PPI: -2; Cardiac RTF inh: -3; Rtt109 HAT inh: -6; SR-BI uptake up: 22; cardiac RTF act: -3

How did CS(=O)(=O)c1ccc2nc(NC(=O)CS(=O)(=O)Cc3ccccc3)sc2c1 do in these assays?
CAL PDZ FP-1: -0.7; PKA-R2B act: -3; DAGLB inh: -2; C-LANA FP: 2.6; Keap1-Nrf2 PPI: 6; Cardiac RTF inh: -3; Rtt109 HAT inh: 2; SR-BI uptake up: -14; cardiac RTF act: -1

Results for CC/S(CC1CC1(Cl)Cl)=N\S(=O)(=O)c1ccc(C)cc1 (stereo not drawn) ?
CAL PDZ FP-1: -0.5; CAL PDZ FP-2: -1; PKA-R2B act: 4; DAGLB inh: -3; C-LANA FP: 2.8; Keap1-Nrf2 PPI: 1; Cardiac RTF inh: -8; Rtt109 HAT inh: 1; SR-BI uptake up: 30; cardiac RTF act: -6

Results for CCOc1cc(C(C(=O)NCC2CCCO2)N(C(=O)Cn2nnc3ccccc32)c2ccccc2C)ccc1O (stereo not drawn) ?
CAL PDZ FP-1: -2.2; CAL PDZ FP-2: 50*; PKA-R2B act: 5; DAGLB inh: 2; C-LANA FP: 0.9; Keap1-Nrf2 PPI: 3; Cardiac RTF inh: -5; Rtt109 HAT inh: 8; SR-BI uptake up: 8; cardiac RTF act: 2

How did Cc1ccsc1-c1ccnc(-n2cccc2)n1 do in these assays?
CAL PDZ FP-1: -1.1; CAL PDZ FP-2: -3; PKA-R2B act: 11; DAGLB inh: -6; C-LANA FP: -0.7; Keap1-Nrf2 PPI: 2; Cardiac RTF inh: -1; Rtt109 HAT inh: -20; SR-BI uptake up: -4; cardiac RTF act: 0

Results for CC(On1c(-c2ccccc2)nc2ccc(Cl)cc21)C(=O)O (stereo not drawn) ?
CAL PDZ FP-1: -0.3; CAL PDZ FP-2: 17; PKA-R2B act: -3; DAGLB inh: 2; C-LANA FP: -1.1; Keap1-Nrf2 PPI: -3; Cardiac RTF inh: -25; Rtt109 HAT inh: 7; SR-BI uptake up: -3; cardiac RTF act: -4

Results for O=C(Cc1n[nH]c(=O)c2ccccc12)NCc1ccccc1 ?
CAL PDZ FP-1: 0.9; CAL PDZ FP-2: -2; C-LANA FP: 1.2; Keap1-Nrf2 PPI: -8; Rtt109 HAT inh: 0; SR-BI uptake up: -1

Results for COc1cccc(CNC(=O)[C@H](CCSC)NC(=O)N2CCn3c2nc2ccccc23)c1 ?
CAL PDZ FP-1: -1.9; CAL PDZ FP-2: -4; PKA-R2B act: 8; DAGLB inh: 2; C-LANA FP: -3.0; Keap1-Nrf2 PPI: -2; Cardiac RTF inh: -8; Rtt109 HAT inh: 1; SR-BI uptake up: -11; cardiac RTF act: -4

How did C#CCOCCOCCOCCNc1nc(N2CCN(C(=O)[C@H](CCCCN)n3cc(CN)nn3)CC2)nc(N2CCN(C(=O)[C@H](CC(N)=O)n3cc(C(N)[C@H](C)CC)nn3)CC2)n1 (stereo partly drawn) do in these assays?
CAL PDZ FP-1: 0.9; CAL PDZ FP-2: 3; PKA-R2B act: 3; DAGLB inh: -3; C-LANA FP: -1.9; Keap1-Nrf2 PPI: 2; Cardiac RTF inh: -24; Rtt109 HAT inh: -2; SR-BI uptake up: 11; cardiac RTF act: -5

What do the screens show for `CCOc1cccc2cc(C(C)=O)oc12`?
CAL PDZ FP-1: -0.5; PKA-R2B act: 3; DAGLB inh: -3; C-LANA FP: -1.5; Keap1-Nrf2 PPI: 0; Cardiac RTF inh: -3; Rtt109 HAT inh: 2; SR-BI uptake up: 4; cardiac RTF act: 3

What do the screens show for `Cc1cccc(-c2nc3ccccc3c3nncn23)c1`?
CAL PDZ FP-1: -5.7; PKA-R2B act: 9; DAGLB inh: -5; C-LANA FP: 1.3; Keap1-Nrf2 PPI: -7; Cardiac RTF inh: -27; Rtt109 HAT inh: -1; SR-BI uptake up: -41; cardiac RTF act: 12

What do the screens show for `CCOc1cc(/C=N\NC(=O)c2ccc(NC(=O)CC)cc2)ccc1OC(=O)c1ccccc1`?
CAL PDZ FP-1: 0.1; CAL PDZ FP-2: 0; PKA-R2B act: 2; DAGLB inh: 0; C-LANA FP: -1.0; Keap1-Nrf2 PPI: 1; Cardiac RTF inh: -5; Rtt109 HAT inh: -7; SR-BI uptake up: -36; cardiac RTF act: -2

Results for O=C(Nc1ccc(Cl)c(S(=O)(=O)N2CCCC2)c1)c1nn(CCO)c(=O)c2ccccc12 ?
CAL PDZ FP-1: -3.5; CAL PDZ FP-2: 39*; PKA-R2B act: -12; DAGLB inh: 1; C-LANA FP: -1.3; Keap1-Nrf2 PPI: -1; Cardiac RTF inh: 0; Rtt109 HAT inh: 10; SR-BI uptake up: -36; cardiac RTF act: -10

Results for COc1ccc(-n2c(C)nc3cc(C(=O)N4CCOCC4)ccc32)cc1 ?
CAL PDZ FP-1: -0.9; CAL PDZ FP-2: -3; PKA-R2B act: -13; DAGLB inh: 1; C-LANA FP: -0.3; Keap1-Nrf2 PPI: 1; Cardiac RTF inh: -3; Rtt109 HAT inh: -1; SR-BI uptake up: 23; cardiac RTF act: -3

What do the screens show for `C=CCC1(Cl)C(=O)C(Cl)=C(N2CCOCC2)C1(OC)OC` (stereo not drawn)?
CAL PDZ FP-1: -0.1; CAL PDZ FP-2: -3; PKA-R2B act: -12; DAGLB inh: 0; C-LANA FP: -0.8; Keap1-Nrf2 PPI: -2; Cardiac RTF inh: 5; Rtt109 HAT inh: -2; SR-BI uptake up: 21; cardiac RTF act: -3

What do the screens show for `OCCCCNCc1ccc(OCc2ccc(Cl)cc2)cc1`?
CAL PDZ FP-1: -2.2; CAL PDZ FP-2: -4; PKA-R2B act: -11; DAGLB inh: 6; C-LANA FP: -0.7; Keap1-Nrf2 PPI: 0; Cardiac RTF inh: 17*; SR-BI uptake up: -15; cardiac RTF act: -16

What do the screens show for `Cc1ccc(NC(=O)COC(=O)C2CCC2)cc1S(=O)(=O)N1CCOCC1`?
CAL PDZ FP-1: -2.0; CAL PDZ FP-2: 1; PKA-R2B act: -10; DAGLB inh: 1; C-LANA FP: -0.6; Keap1-Nrf2 PPI: -5; Cardiac RTF inh: -8; Rtt109 HAT inh: -3; SR-BI uptake up: 1; cardiac RTF act: 3

Results for CN(C)/N=C1\CCS(=O)(=O)c2sccc21 ?
CAL PDZ FP-1: 21; CAL PDZ FP-2: -4; PKA-R2B act: 8; DAGLB inh: 2; C-LANA FP: 1.6; Keap1-Nrf2 PPI: 2; Cardiac RTF inh: -3; Rtt109 HAT inh: -10; SR-BI uptake up: 22; cardiac RTF act: -1

How did CN(CCc1cnn(C)c1)Cc1nc(CC2CC2)no1 do in these assays?
CAL PDZ FP-1: 20; CAL PDZ FP-2: -5; PKA-R2B act: 0; DAGLB inh: 0; C-LANA FP: 1.9; Keap1-Nrf2 PPI: -3; Cardiac RTF inh: -13; Rtt109 HAT inh: 1; SR-BI uptake up: 14; cardiac RTF act: 3

Results for Cc1ccc(S(=O)(=O)N(C)c2ccccc2C(=O)Nc2ccc3c(c2)OCCO3)cc1 ?
CAL PDZ FP-1: -1.1; CAL PDZ FP-2: -3; PKA-R2B act: -1; DAGLB inh: 3; C-LANA FP: -9.0; Keap1-Nrf2 PPI: 2; Cardiac RTF inh: 8; Rtt109 HAT inh: 12; SR-BI uptake up: -5; cardiac RTF act: 0

How did C=CCNC(=O)/C(=C/c1ccccc1OCC)NC(=O)c1ccccc1 do in these assays?
CAL PDZ FP-1: -0.2; PKA-R2B act: -6; DAGLB inh: -2; C-LANA FP: -1.8; Keap1-Nrf2 PPI: -2; Cardiac RTF inh: 4; Rtt109 HAT inh: -12; SR-BI uptake up: -21; cardiac RTF act: -3

How did CN(C)c1cc[n+](CC(=O)N2c3ccccc3Sc3ccccc32)cc1 do in these assays?
CAL PDZ FP-1: -2.8; CAL PDZ FP-2: -2; PKA-R2B act: -2; DAGLB inh: -1; C-LANA FP: 0.4; Keap1-Nrf2 PPI: 1; Cardiac RTF inh: 1; Rtt109 HAT inh: -6; SR-BI uptake up: 24; cardiac RTF act: 1

What do the screens show for `COc1c(O)ccc(/C=N/NC(=O)c2ccc3c(c2)OCCO3)c1[N+](=O)[O-]`?
CAL PDZ FP-1: 0.0; CAL PDZ FP-2: -2; PKA-R2B act: 11; DAGLB inh: 2; C-LANA FP: 0.0; Keap1-Nrf2 PPI: 2; Cardiac RTF inh: 4; Rtt109 HAT inh: -4; SR-BI uptake up: -15; cardiac RTF act: -2

Results for CC1CCN(C(=O)Oc2ccccc2)CC1 ?
CAL PDZ FP-1: -0.6; CAL PDZ FP-2: 0; PKA-R2B act: -6; DAGLB inh: -7; C-LANA FP: 4.3; Keap1-Nrf2 PPI: -2; Cardiac RTF inh: -4; Rtt109 HAT inh: 16; SR-BI uptake up: 0; cardiac RTF act: 0

Some of these compounds in order of count of non-hydrogen atoms, low to high:
Results for CC1CCN(C(=O)Oc2ccccc2)CC1 ?
CAL PDZ FP-1: -0.6; CAL PDZ FP-2: 0; PKA-R2B act: -6; DAGLB inh: -7; C-LANA FP: 4.3; Keap1-Nrf2 PPI: -2; Cardiac RTF inh: -4; Rtt109 HAT inh: 16; SR-BI uptake up: 0; cardiac RTF act: 0

What do the screens show for `COc1c(O)ccc(/C=N/NC(=O)c2ccc3c(c2)OCCO3)c1[N+](=O)[O-]`?
CAL PDZ FP-1: 0.0; CAL PDZ FP-2: -2; PKA-R2B act: 11; DAGLB inh: 2; C-LANA FP: 0.0; Keap1-Nrf2 PPI: 2; Cardiac RTF inh: 4; Rtt109 HAT inh: -4; SR-BI uptake up: -15; cardiac RTF act: -2

Results for Cc1ccc(S(=O)(=O)N(C)c2ccccc2C(=O)Nc2ccc3c(c2)OCCO3)cc1 ?
CAL PDZ FP-1: -1.1; CAL PDZ FP-2: -3; PKA-R2B act: -1; DAGLB inh: 3; C-LANA FP: -9.0; Keap1-Nrf2 PPI: 2; Cardiac RTF inh: 8; Rtt109 HAT inh: 12; SR-BI uptake up: -5; cardiac RTF act: 0

Screens: PubChem BioAssay, several laboratories

Compounds were not picked by outcome (roughly 1.6% active in at least one column).
